tim10-1 inh: growth inhibitors of tim10-1 mutant yeast. S. cerevisiae tim10-1 ts strain growth, BacTiter-Glo, 24 h. inhibition, % at 20 µM. actives 2.2% (n = 330,000). AID 463190;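 active = inhibition of at least 40%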;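 note: mutant grown at 25 °C; 0% = DMSO wells with yeast and 100% = wells holding no yeast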
ATG4B inhibitor: blocks human ATG4B protease cleavage of LC3 substrate; inhibition, % at 8.33 µM; actives 0.51% (n = 340,000); AID 504462; Q9Y4P1; ATG4B cleavage of LC3-PLA2, NBD-HPC fluorescence, 1 h; in the data active = inhibition above about 40%
Target sequence (Q9Y4P1 whole entry, looked up): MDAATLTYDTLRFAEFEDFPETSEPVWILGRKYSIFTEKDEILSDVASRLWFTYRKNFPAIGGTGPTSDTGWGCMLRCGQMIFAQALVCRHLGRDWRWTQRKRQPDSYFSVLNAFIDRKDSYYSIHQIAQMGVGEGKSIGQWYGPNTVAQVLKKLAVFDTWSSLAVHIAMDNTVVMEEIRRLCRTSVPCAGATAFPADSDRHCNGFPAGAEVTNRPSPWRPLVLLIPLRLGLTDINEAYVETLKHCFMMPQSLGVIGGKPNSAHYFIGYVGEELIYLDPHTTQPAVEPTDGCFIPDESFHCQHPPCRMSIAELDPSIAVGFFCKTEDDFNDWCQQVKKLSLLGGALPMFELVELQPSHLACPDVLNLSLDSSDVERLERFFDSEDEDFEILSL
mIAP inh: blocks mouse intestinal alkaline phosphatase | purified mouse IAP, CDP-Star luminescence, 30 min | inhibition, % at 10 µM | actives 0.2% (n = 330,000);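 active = inhibition of at least 40% at 10 µM in the primary screen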;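 note: plate controls were DMSO with enzyme for no effect and no enzyme wells for full effect; values of inactives mirror those of a sister screen read the other way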
NALP3 yeast inh: inhibitors of NALP3 inflammasome in yeast | actives 0.39% (n = 330,000) | Yeast reconstituted NLRP3/ASC/caspase-1, beta-gal luminescence, 24 h | inhibition, % at 10 µM;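 active = inhibition of 50% or more; inactive = inhibition below 50%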;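 note: plate controls were induced DMSO wells for no effect and uninduced yeast grown without galactose for full effect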
hIAP activ: human IAP activation | activation factor at 10 µM | P09923 | actives 0.16% (n = 330,000) | purified human IAP, CDP-Star luminescence, 30 min; active compounds read high; 1 = vehicle-only enzyme, 0 = enzyme-free background | AID 2524;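 active = activation factor of the enzyme at least 2-fold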; note: the source names both 10 and 20 µM as test concentration; values of inactives mirror those of a sister screen read the other way
Target sequence (P09923 whole entry, looked up): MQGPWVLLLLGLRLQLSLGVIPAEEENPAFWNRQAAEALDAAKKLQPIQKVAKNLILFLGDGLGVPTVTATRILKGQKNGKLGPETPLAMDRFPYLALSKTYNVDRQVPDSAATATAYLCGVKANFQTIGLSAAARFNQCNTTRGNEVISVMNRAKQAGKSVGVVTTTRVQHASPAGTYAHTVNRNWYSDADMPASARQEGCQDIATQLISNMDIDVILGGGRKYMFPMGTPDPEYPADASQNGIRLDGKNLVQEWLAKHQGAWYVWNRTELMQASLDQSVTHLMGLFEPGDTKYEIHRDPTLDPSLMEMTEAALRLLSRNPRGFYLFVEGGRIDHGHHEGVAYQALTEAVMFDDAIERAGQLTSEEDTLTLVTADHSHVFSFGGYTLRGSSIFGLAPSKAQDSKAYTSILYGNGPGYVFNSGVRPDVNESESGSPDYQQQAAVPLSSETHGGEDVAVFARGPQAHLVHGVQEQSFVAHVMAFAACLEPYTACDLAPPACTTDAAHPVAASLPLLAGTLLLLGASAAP
Apaf1 inhib: inhibitors of human Apaf-1 apoptosome; actives 0.71% (n = 330,000); inhibition, % at 20 µM; reconstituted apoptosome caspase-3 activity, DEVD-Rh110 fluorescence; O14727; active = inhibition of at least 40% at 20 µM;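 note: plate controls were DMSO wells for no effect and DEVD-CHO caspase inhibitor wells for full effect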
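System: Apoptosome proteins | Medium: Hepes pH 7.5 with detergent and BSA | Also added: Cytochrome c trigger plus (Z-DEVD)2-Rh110 caspase-3 substrate | Incubation: 30 min compound preincubation, 50 min activation, room temperature | Detection: Rhodamine 110 fluorescence at Ex 480/Em 540 nm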
hIAP inh: human IAP inhibition; actives 0.12% (n = 330,000); purified IAP, CDP-Star luminescence, 30 min; inhibition, % at 10 µM; P09923;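 active = inhibition reaching a set limit with compound at 10 µM in the primary screen, cut at about 35% in these data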;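 note: plate controls were DMSO wells with enzyme for no effect and no-enzyme buffer wells for full effect; values of inactives mirror those of a sister screen read the other way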
TIM10 inh: growth inhibitors of TIM10 yeast strain | S. cerevisiae TIM10 strain growth, BacTiter-Glo luminescence, 24 h | inhibition, % at 10 µM | actives 1.4% (n = 330,000);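 active = inhibition of 40% or more at the single tested concentration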;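 note: wild-type TIM10 isogenic control strain grown at permissive 25 °C; 0% = DMSO yeast wells and 100% = minimal medium wells without yeast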
mIAP act: mouse IAP activation; muIAP, CDP-Star luminescence, 30 min; active compounds read high; 1 = vehicle-only enzyme signal, 0 = enzyme-free wells; activation factor at 10 µM; actives 0.24% (n = 330,000);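 active = activation factor of at least 2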; note: the source names both 10 and 20 µM as test concentration; values of inactives mirror those of a sister screen read the other way
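also added = chemiluminescent substrate CDP-Star | test system = mouse IAP enzyme | signal = chemiluminescence readout | compound = DMSO-dissolved test compounds | incubation = 30 min at room temperature | benchmarks = DMSO wells, no-enzyme wells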
* marks the source's active call; other numbers are inactive results.

What do the screens show for `COc1ccc(-c2onc(C)c2-c2ccc3c(c2)OCCO3)c(O)c1`?
tim10-1 inh: 23; ATG4B inhibitor: 25; mIAP inh: -5; NALP3 yeast inh: 17; hIAP activ: 1; Apaf1 inhib: 8; hIAP inh: -2; TIM10 inh: 16; mIAP act: 1

Results for CCOc1ccc(CN2CCCN(C)CC2)cc1 ?
tim10-1 inh: 10; ATG4B inhibitor: -1; mIAP inh: -13; NALP3 yeast inh: 21; hIAP activ: 1.1; Apaf1 inhib: -4; hIAP inh: -10; TIM10 inh: -13; mIAP act: 1.1

What do the screens show for `COc1ccccc1CNC(=O)CSc1nc2nc(C)cc(C)n2n1`?
tim10-1 inh: 1; ATG4B inhibitor: 6; mIAP inh: -5; NALP3 yeast inh: -9; hIAP activ: 0.88; Apaf1 inhib: -17; hIAP inh: 12; TIM10 inh: -3; mIAP act: 1

Results for Cc1ccc(S(=O)(=O)c2c(C)nn(-c3ccccc3)c2OC(=O)c2ccco2)cc1 ?
tim10-1 inh: 0; ATG4B inhibitor: 9; mIAP inh: 10; NALP3 yeast inh: 19; hIAP activ: 1.1; Apaf1 inhib: 6; hIAP inh: -11; TIM10 inh: 5; mIAP act: 0.9

What do the screens show for `Cc1cc(=O)n2[nH]cc(C(=O)O)c2n1`?
tim10-1 inh: 9; ATG4B inhibitor: 16; mIAP inh: 53*; NALP3 yeast inh: 10; hIAP activ: 0.95; Apaf1 inhib: -23; hIAP inh: 5; TIM10 inh: 3; mIAP act: 0.47

What do the screens show for `O=C(COC(=O)/C=C/c1ccccc1)NC1CCS(=O)(=O)C1` (centres undefined)?
tim10-1 inh: 6; ATG4B inhibitor: 6; mIAP inh: 0; NALP3 yeast inh: 10; hIAP activ: 0.86; Apaf1 inhib: -3; hIAP inh: 14; TIM10 inh: 9; mIAP act: 1

What do the screens show for `CCOC(=O)c1ccc(NC(=O)CSc2nc3ncccc3[nH]2)cc1`?
tim10-1 inh: 14; ATG4B inhibitor: -6; mIAP inh: 31; NALP3 yeast inh: 5; hIAP activ: 1.2; Apaf1 inhib: 0; hIAP inh: -20; TIM10 inh: 9; mIAP act: 0.69

What do the screens show for `Cn1cccc1Cc1nnc(SCC(=O)Nc2ccc(F)cc2)n1CCc1ccccc1`?
tim10-1 inh: 42*; ATG4B inhibitor: 17; mIAP inh: -5; NALP3 yeast inh: -7; hIAP activ: 1; Apaf1 inhib: 13; hIAP inh: 0; TIM10 inh: 12; mIAP act: 1

What do the screens show for `COc1cccc(-n2nnc3c(=O)n(C/C=C/c4ccccc4)cnc32)c1`?
tim10-1 inh: 16; ATG4B inhibitor: 2; mIAP inh: 12; NALP3 yeast inh: 27; hIAP activ: 0.95; Apaf1 inhib: 20; hIAP inh: 5; TIM10 inh: -59; mIAP act: 0.89

How did CCOP(=O)(c1ccccc1)C1(C#N)CCCC1 (centres undefined) do in these assays?
tim10-1 inh: 8; ATG4B inhibitor: 6; mIAP inh: -7; NALP3 yeast inh: 6; hIAP activ: 1.1; Apaf1 inhib: -5; hIAP inh: -6; TIM10 inh: -14; mIAP act: 1.1

Results for O=C(Nc1nc2ccccc2[nH]1)c1ccc(Br)o1 ?
tim10-1 inh: -4; ATG4B inhibitor: 0; mIAP inh: 14; NALP3 yeast inh: 14; hIAP activ: 1; Apaf1 inhib: -12; hIAP inh: -2; TIM10 inh: 14; mIAP act: 0.86

What do the screens show for `CCc1cccc(NC(=O)C2CCCN2S(=O)(=O)c2ccc3c(c2)n(C)c(=O)c(=O)n3C)c1` (centres undefined)?
tim10-1 inh: 6; ATG4B inhibitor: 1; mIAP inh: -7; NALP3 yeast inh: -4; hIAP activ: 1.2; Apaf1 inhib: -8; hIAP inh: -17; TIM10 inh: -24; mIAP act: 1.1

Results for Cc1cnc(NC(=O)c2ccco2)s1 ?
tim10-1 inh: 19; ATG4B inhibitor: -9; mIAP inh: -5; NALP3 yeast inh: 8; hIAP activ: 0.91; Apaf1 inhib: -1; hIAP inh: 9; TIM10 inh: 17; mIAP act: 1

What do the screens show for `CCCS(=O)(=O)N1CCC(CCOc2ccccc2)(C(=O)OCC)CC1`?
tim10-1 inh: 14; ATG4B inhibitor: 15; mIAP inh: 5; NALP3 yeast inh: 23; hIAP activ: 1.1; Apaf1 inhib: 0; hIAP inh: -10; TIM10 inh: 15; mIAP act: 0.95

How did O=C(Nc1ccccc1OC(F)F)c1ccc(-n2cncn2)c([N+](=O)[O-])c1 do in these assays?
tim10-1 inh: -5; ATG4B inhibitor: -5; mIAP inh: -5; NALP3 yeast inh: 25; hIAP activ: 1.1; Apaf1 inhib: 1; hIAP inh: -14; TIM10 inh: -4; mIAP act: 1

How did CCSc1nc(-c2ccccc2)nc(C(Cl)Cl)n1 do in these assays?
tim10-1 inh: -42; ATG4B inhibitor: 0; mIAP inh: 13; NALP3 yeast inh: 6; hIAP activ: 0.97; Apaf1 inhib: 14; hIAP inh: 3; TIM10 inh: -30; mIAP act: 0.87

How did COc1ccc(Cn2nnnc2C(c2ccccn2)N2CCN(c3cc(Cl)ccc3C)CC2)cc1 (centres undefined) do in these assays?
tim10-1 inh: 36; ATG4B inhibitor: 0; mIAP inh: 3; NALP3 yeast inh: 21; hIAP activ: 0.93; Apaf1 inhib: 11; hIAP inh: 7; TIM10 inh: 34; mIAP act: 0.97

What do the screens show for `CN(C)c1ccc(C(CNC(=O)Cc2cccc3ccccc23)N(C)C)cc1` (centres undefined)?
tim10-1 inh: -7; ATG4B inhibitor: 2; mIAP inh: -4; NALP3 yeast inh: 10; hIAP activ: 1.4; Apaf1 inhib: 0; hIAP inh: -42; TIM10 inh: 1; mIAP act: 1

Results for Cc1cccc(OCC(=O)Nc2nccs2)c1C ?
tim10-1 inh: 42*; ATG4B inhibitor: -1; mIAP inh: -6; NALP3 yeast inh: -4; hIAP activ: 1.1; Apaf1 inhib: 13; hIAP inh: -7; TIM10 inh: 21; mIAP act: 1.1

Results for CN(C)CCCOc1ccc(C(C)(C)c2ccccc2)cc1 ?
tim10-1 inh: 18; ATG4B inhibitor: -6; mIAP inh: 4; NALP3 yeast inh: 19; hIAP activ: 1.2; Apaf1 inhib: 19; hIAP inh: -24; TIM10 inh: 2; mIAP act: 0.96

Results for COc1cc(CCC(=O)OCC(=O)N2CCc3ccccc32)cc(OC)c1OC ?
tim10-1 inh: 26; ATG4B inhibitor: -1; mIAP inh: -5; NALP3 yeast inh: -3; hIAP activ: 1.1; Apaf1 inhib: 12; hIAP inh: -12; TIM10 inh: 12; mIAP act: 1.1

What do the screens show for `O=C1C2ON(c3ccc(Br)cc3)C(c3cccnc3)C2C(=O)N1C1CCCCC1` (centres undefined)?
tim10-1 inh: -17; ATG4B inhibitor: 3; mIAP inh: 8; NALP3 yeast inh: 7; hIAP activ: 1.1; Apaf1 inhib: 25; hIAP inh: -7; TIM10 inh: -85; mIAP act: 0.92

How did CC1Cc2ccccc2N1Cc1cc(=O)c(OCC(=O)Nc2ccccc2)co1 (centres undefined) do in these assays?
tim10-1 inh: -6; ATG4B inhibitor: -3; mIAP inh: 7; NALP3 yeast inh: 13; hIAP activ: 0.99; Apaf1 inhib: 9; hIAP inh: 1; TIM10 inh: -4; mIAP act: 0.93

What do the screens show for `Cc1ccc(CNC(=O)C2CCC(=O)N(CC3CCCCC3)C2)o1` (centres undefined)?
tim10-1 inh: -4; ATG4B inhibitor: 5; mIAP inh: 3; NALP3 yeast inh: 3; hIAP activ: 1; Apaf1 inhib: 3; hIAP inh: 0; TIM10 inh: -3; mIAP act: 0.97

Results for CCOc1ccc(NC(=O)CN2C(=O)NC3(CCCC3)C2=O)cc1S(=O)(=O)N1CCCCC1 ?
tim10-1 inh: -3; ATG4B inhibitor: -2; mIAP inh: -17; NALP3 yeast inh: 4; hIAP activ: 1; Apaf1 inhib: 16; hIAP inh: -4; TIM10 inh: 8; mIAP act: 1.2

What do the screens show for `CCN(Cc1nc2ccccc2n1C)c1ccccc1`?
tim10-1 inh: 22; ATG4B inhibitor: 0; mIAP inh: 16; NALP3 yeast inh: -1; hIAP activ: 1.2; Apaf1 inhib: 15; hIAP inh: -21; TIM10 inh: 24; mIAP act: 0.84

Results for OC(COc1ccccc1)Cn1cc(Br)cn1 (centres undefined) ?
tim10-1 inh: 13; ATG4B inhibitor: -9; mIAP inh: -4; NALP3 yeast inh: 4; hIAP activ: 0.93; Apaf1 inhib: -2; hIAP inh: 7; TIM10 inh: 6; mIAP act: 1

Results for COCCN(CC(=O)Nc1cccc(C)c1C)C(=O)c1ccc2ccccc2n1 ?
tim10-1 inh: 1; ATG4B inhibitor: -12; mIAP inh: 6; NALP3 yeast inh: 5; hIAP activ: 0.83; Apaf1 inhib: 6; hIAP inh: 17; TIM10 inh: 11; mIAP act: 0.94

Results for CCN(CC)CCCNC(=O)Cn1ncc2c(=O)oc3ccc(C)cc3c21 ?
tim10-1 inh: 7; ATG4B inhibitor: -3; mIAP inh: 0; NALP3 yeast inh: 0; hIAP activ: 1; Apaf1 inhib: 5; hIAP inh: -2; TIM10 inh: -4; mIAP act: 1

How did COC(=O)c1ccc(/C=N\N2CCN(Cc3ccc(C)cc3)CC2)cc1 do in these assays?
tim10-1 inh: -2; ATG4B inhibitor: 9; mIAP inh: 6; NALP3 yeast inh: 29; hIAP activ: 1.1; Apaf1 inhib: 5; hIAP inh: -10; TIM10 inh: 10; mIAP act: 0.94

Results for COc1ccc(NC(=O)/C=C2\SC(=O)NC2=O)cc1 ?
tim10-1 inh: 6; ATG4B inhibitor: 0; mIAP inh: -6; NALP3 yeast inh: 12; hIAP activ: 0.92; Apaf1 inhib: -2; hIAP inh: 8; TIM10 inh: 3; mIAP act: 1.1

What do the screens show for `Cn1c(=O)c(=O)n(C)c2cc(S(=O)(=O)N3CCC(N4CCCCC4)CC3)ccc21`?
tim10-1 inh: 14; ATG4B inhibitor: -11; mIAP inh: -3; NALP3 yeast inh: 26; hIAP activ: 1.1; Apaf1 inhib: 6; hIAP inh: -9; TIM10 inh: 0; mIAP act: 1

What do the screens show for `COc1ccc(CCNC(=O)CN2CCN(c3cccc(Cl)c3)CC2)cc1OC`?
tim10-1 inh: -68; ATG4B inhibitor: -25; mIAP inh: 9; NALP3 yeast inh: 5; hIAP activ: 0.91; Apaf1 inhib: 8; hIAP inh: 9; TIM10 inh: -18; mIAP act: 0.91

Results for CC(C)(C)NC(=O)CSc1nnc(NC(=O)c2ccccc2Cl)s1 ?
tim10-1 inh: 15; ATG4B inhibitor: 3; mIAP inh: 8; NALP3 yeast inh: 19; hIAP activ: 0.96; Apaf1 inhib: -17; hIAP inh: 4; TIM10 inh: 11; mIAP act: 0.92

What do the screens show for `O=C(CN1C(=O)NC(Cc2ccccc2)C1=O)Nc1ccccc1F` (centres undefined)?
tim10-1 inh: 8; ATG4B inhibitor: 0; mIAP inh: -1; NALP3 yeast inh: 3; hIAP activ: 0.98; Apaf1 inhib: -6; hIAP inh: 2; TIM10 inh: 9; mIAP act: 1

Results for c1csc(C2Nc3ccccc3-c3nc4ccccc4n32)c1 (centres undefined) ?
tim10-1 inh: 38; ATG4B inhibitor: 3; mIAP inh: -13; NALP3 yeast inh: 4; hIAP activ: 0.89; Apaf1 inhib: 11; hIAP inh: 11; TIM10 inh: 22; mIAP act: 1.1
